Assay outcomes (PubChem)
KCNH2 WT inh = KCNH2 (human, wildtype) channel inhibition; U2OS, BacMam KCNH2, thallium flux FluxOr; hits give low values; activity change, % at 1.84 µM; actives 0.37% (n = 340,000);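 active = maximum activity change below -70%; inconclusive = maximum activity change between -70% and -50%; inactive = maximum activity change above -50%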; also: % is scaled to controls: 0 for no effect and ±100 for the full control effect
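U2OS cells transduced with wild-type KCNH2 virus are loaded with FluxOr dye for 45 min, and thallium flux is measured in kinetic reads before and after stimulation buffer. Rate constants are normalized to DMSO controls.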
FBPA coupling cs = counter-screen for Giardia aldolase inhibitors: coupling enzyme system. coupling enzyme system counterscreen, AmpLite Red fluorescence. activity change, negative = inhibition, % at 58.2 µM, hits read low. actives 0.67% (n = 290,000). AID 2472; in the data active = activity change below about -30%; also: % is scaled to controls: 0 for no effect and ±100 for the full control effect
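First, compound is pin-transferred into glyceraldehyde-3-phosphate coupling-enzyme reagent at 57.5 uM final and held 10 min at RT. Next, substrate, coupling system and AmpLite Red are added. After 20 min RT, fluorescence (525/598 nm) is read.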
GALK inh = blocks human galactokinase activity. Purified GALK, Kinase-Glo residual ATP luminescence. Potency, µM (series often up to 57.5 µM), without a hit: top-dose activity change, negative = inhibition, usual class: inhibitors. actives 0.007% (n = 270,000); also: potency is read from the fitted curve at half-maximal effect; % is scaled to controls: 0 for no effect and ±100 for the full control effect
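Galactose (100 uM) and ATP (35 uM) were turned over by 5 nM GALK for 1 h at RT. Kinase-Glo Plus then converted the remaining ATP into a luminescent signal.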
AT treatment = candidate therapy for ataxia-telangiectasia; […] A-T fibroblasts, KAP-1 phosphorylation AlphaLISA; neocarzinostatin DNA damage 30 min before lysis; Potency, µM (series often up to 57.5 µM), for inactives: at the highest dose activation, actives largely listed as activators; actives 0.19% (n = 320,000); AID 485349; also: potency is read from the fitted curve at half-maximal effect; % of control where 0% means no effect; nearly all actives have a fitted effect of over 45% in size
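hTERT-immortalized A-T patient fibroblasts ([…]), 500 cells/well in OPTI-MEM, 1% FBS, got compounds for 60 min, then NCS for 30 min at 37C. Lysates were then assayed for phospho-KAP-1 by AlphaLISA (anti-pKAP1 donor, anti-KAP1 acceptor beads), 6 hr at 25C.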
KCNH2 3.1 block = inhibitors of human KCNH2 3.1 potassium channel isoform; U2OS KCNH2 3.1, thallium flux FluxOr; hits give low values; activity change, % (tested at about 1.8 µM); actives 0.95% (n = 340,000); AID 720553;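 active = maximum activity change below -70%; inconclusive = maximum activity change from -70% to -50%; inactive = maximum activity change above -50%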;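 also: thallium influx rate constant from kinetic fluorescence after stimulation buffer; % is scaled to controls: 0 for no effect and ±100 for the full control effect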
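Thallium flux via FluxOr fluorescence (Red40 quencher, 45 min loading) in U2OS cells virally expressing the KCNH2 3.1 isoform (1.77 x 10^8 /mL virus, overnight at 37 C). Rate constants from 2-min kinetic reads post-stimulation, normalised to positive and negative controls.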
TRPV1 ag = human TRPV1 agonism. Q8NER1. TRPV1-expressing cells, Fluo-8 calcium influx, agonist mode. activation, % at 8.33 µM. actives 0.19% (n = 320,000). AID 540275; in the data active = activation above about 80%; inconclusive = between about 30% and that limit; also: 0% is about no effect
Target sequence (Q8NER1 whole entry, looked up): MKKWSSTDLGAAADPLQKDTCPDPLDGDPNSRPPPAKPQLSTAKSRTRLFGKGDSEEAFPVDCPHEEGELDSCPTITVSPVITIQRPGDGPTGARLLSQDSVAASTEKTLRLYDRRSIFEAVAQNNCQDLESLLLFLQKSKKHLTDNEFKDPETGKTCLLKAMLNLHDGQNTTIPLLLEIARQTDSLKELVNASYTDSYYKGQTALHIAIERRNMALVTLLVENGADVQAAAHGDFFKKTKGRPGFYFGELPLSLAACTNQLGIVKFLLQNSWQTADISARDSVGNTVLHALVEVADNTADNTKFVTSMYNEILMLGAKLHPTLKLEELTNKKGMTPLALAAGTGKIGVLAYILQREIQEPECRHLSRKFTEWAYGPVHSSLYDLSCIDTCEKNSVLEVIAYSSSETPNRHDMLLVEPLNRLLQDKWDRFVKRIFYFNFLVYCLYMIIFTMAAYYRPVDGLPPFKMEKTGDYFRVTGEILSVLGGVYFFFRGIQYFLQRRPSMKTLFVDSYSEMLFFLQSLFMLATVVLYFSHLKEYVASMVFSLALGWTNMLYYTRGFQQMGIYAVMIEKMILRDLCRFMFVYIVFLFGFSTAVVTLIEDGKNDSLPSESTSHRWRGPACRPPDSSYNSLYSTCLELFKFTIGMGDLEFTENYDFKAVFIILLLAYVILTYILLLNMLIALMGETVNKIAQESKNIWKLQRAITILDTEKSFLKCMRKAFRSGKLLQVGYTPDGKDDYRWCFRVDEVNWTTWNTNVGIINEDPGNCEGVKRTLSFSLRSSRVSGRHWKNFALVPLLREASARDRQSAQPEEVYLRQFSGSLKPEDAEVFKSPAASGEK
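TRPV1-expressing cells were cultured overnight at 35.5C and loaded with Fluo-8 calcium dye for 40 to 90 min at room temperature. After a 10 s baseline, compound was added and calcium influx was read kinetically for 3 min (ex 480/em 520 nm).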
a7 integrin act = activates integrin-mediated alleviation for muscular dystrophy. alpha7betagal myoblasts, beta-gal FDG fluorescence, 48 h. Potency, µM (titrated, usually from 38.3 µM), without a hit: top-dose activation, most hits filed as activators. actives 0.064% (n = 350,000);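 also: potency is read from the fitted curve at half-maximal effect; 100% = response of the positive control SU9516; nearly all actives have a fitted effect of over 60% in size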
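alpha7betagal+/- myoblasts (passage 13, 250/well) treated 48 h at 37C with compounds at 1:260 dilution of DMSO stock. Lysed, then beta-galactosidase activity read as FDG fluorescence (ex 480/em 540) after 30 min, with pre-read for autofluorescence.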
ASM inhibitor = blocks human secretory acid sphingomyelinase; P17405; actives 0.006% (n = 340,000); AID 504937; Potency, µM (top dose mostly 57.5 µM), for the others: at the top dose activity change, negative = inhibition, usual class: inhibitors; placental ASM, HMU-PC fluorogenic substrate, 60 min; also: potency is read from the fitted curve at half-maximal effect
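HMU-PC0 cleavage (9 uM final) by human placental ASM, 60 min at 37 °C following 10 min compound exposure at RT; stopped at pH 10, fluorescence Ex 386/Em 447 nm.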
MBNL1-CUG inh = MBNL1-poly(CUG) RNA binding inhibition; Q9NR56; TR-FRET MBNL1-His/biotin-(CUG)12 binding, 665/545 ratio; Potency, µM (series often up to 57.5 µM), inactives show top-dose activity change, negative = inhibition, usual class: inhibitors; actives 0.036% (n = 280,000); active = well fitted inhibition curve with a large enough effect in the signal ratio, with a control signal flat, not every such curve was filed as active; inconclusive = small, poorly fitted or top-dose-only effect, or effect the other way, or a change in a side signal; inactive = no such curve, though single readings can be large or run the other way; the % refers to the signal ratio; also: potency is read from the fitted curve at half-maximal effect; % is scaled to controls: 0 for no effect and ±100 for the full control effect
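Compound titration spanned 92 nM–58 uM against the MBNL1-His/biotin-(CUG)12 complex. After 60 min at room temperature with 5 nM streptavidin-XL665 and 0.055 ng/ul terbium anti-His, ratiometric 665/545 nm emission (Ex 340 nm) normalized to controls.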
MLL CXXC-DNA inh = blocks binding of human MLL CXXC domain to DNA; MLL-CXXC / FITC-HOXA9 DNA fluorescence polarization; AID 2662; Q03164; Potency, µM (titrated, usually from 115 µM), without a hit: top-dose activity change, negative = inhibition, most hits filed as inhibitors; actives 0.037% (n = 290,000); active = well fitted inhibition curve with a large enough effect in the polarisation, with a control signal flat, not every such curve was filed as active; inconclusive = small, poorly fitted or top-dose-only effect, or effect the other way, or a change in a side signal; inactive = no such curve, though single readings can be large or run the other way; the % refers to the polarisation; also: potency is read from the fitted curve at half-maximal effect
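Purified MLL-CXXC (added from a 7 uM solution) was preincubated 5 min at ambient with pinned compounds in 50 mM Tris-HCl pH 7.5, 50 mM NaCl, 1 mM DTT, 0.05% BSA. Fluorescein-labeled HOX-A9 DNA (50 nM solution) followed, 30 min, then polarization read.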
Active calls of the source: *; u = inconclusive; x = no result given; [ ] = another dose, or the depositor's remark. Unless noted, calls follow the shape of the dose curve; as a rule, active = well fitted curve in the direction sought with a large enough effect; inconclusive = small, poorly fitted or top-dose-only effect, or another doubt; inactive = no such curve, though single readings can be large; an effect the other way counts as inactive or inconclusive. No enrichment for hits. Share with any hit: about 2%.

SMILES	KCNH2 WT inh	FBPA coupling cs	GALK inh	AT treatment	KCNH2 3.1 block	TRPV1 ag	a7 integrin act	ASM inhibitor	MBNL1-CUG inh	MLL CXXC-DNA inh
CC(C)=CCCC(C)CN1CCC(n2nccc2NC(=O)c2cccnc2)CC1 (stereo not drawn)	39	x	-2%	2%	-4	9	3%	-1%	4%	9%
CC(=O)COC(=O)C1CC(=O)N(c2ccc(C)c(C)c2)C1 (stereo not drawn)	12	-4	-1%	9%	6	-6	6%	0%	-13%	1%
Cc1cc2c(cc(C(=O)OC(C)C(=O)NCc3ccc(F)cc3)n2C)o1 (stereo not drawn)	-5	x	x	x	1	x	-16%	-13%	x	x
O=C(OCC(=O)c1ccc(Cl)s1)c1cncc(Br)c1	4	x	x	0%	1	x	-27%	-11%	x	x
COCCNC(=O)CN1C(=O)CSc2ncccc21	1	0	1%	5%	6	-2	-9%	-2%	-6%	-4%
CC(/C=C/c1ccco1)=N\NC(=O)c1cccnc1	0	-9	1%	x	9	6	4%	1%	0%	-29%
COC(=O)c1ccc(C(=O)NC2CCCc3c2cnn3-c2ccc(C)c(C)c2)cc1 (stereo not drawn)	8	1	-3%	4%	9	30	0%	x	0%	-8%
CCN(CC(=O)NC(=O)NCc1ccccc1)Cc1nc2ccccc2c(=O)[nH]1	-1	0	0%	-4%	15	-1	5%	-5%	0%	-6%
COc1cc(C2OCC3C(c4cc(OC)c(OC)c(OC)c4)OCC23)cc(OC)c1OC (stereo not drawn)	0	1	-2%	5%	6	0	-6%	-3%	-11%	10%
COc1ccc(C(=O)NC2(C(F)(F)F)NC(=O)N(CCCc3ccccc3)C2=O)c(OC)c1OC (stereo not drawn)	8	1	0%	-3%	2	-1	-18%	-3%	x	0%

Among those listed so far, these contain sulfur.
SMILES	KCNH2 WT inh	FBPA coupling cs	GALK inh	AT treatment	KCNH2 3.1 block	TRPV1 ag	a7 integrin act	ASM inhibitor	MBNL1-CUG inh	MLL CXXC-DNA inh
O=C(OCC(=O)c1ccc(Cl)s1)c1cncc(Br)c1	4	x	x	0%	1	x	-27%	-11%	x	x
COCCNC(=O)CN1C(=O)CSc2ncccc21	1	0	1%	5%	6	-2	-9%	-2%	-6%	-4%

The list goes on:
SMILES	KCNH2 WT inh	FBPA coupling cs	GALK inh	AT treatment	KCNH2 3.1 block	TRPV1 ag	a7 integrin act	ASM inhibitor	MBNL1-CUG inh	MLL CXXC-DNA inh
O=C(COc1ccc(Cl)cc1)NCc1nnc(SCC(=O)N2CCCCCC2)o1	1	5	-1%	7%	-6	-1	0%	2%	-1%	6%
Fc1cc(Br)ccc1NC(=S)Nc1ccccc1	2	3	0%	20%	-3	-2	-27%	-5%	-14%	-2%
Cc1c(Cl)cnc(NC(=O)COC(=O)c2ccc3ncsc3c2)c1Cl	-5	-1	-2%	-1%	x	4	13%	-1%	28%	14%
[N-]=[N+]=CC(=O)CNC(=O)[C@@H](Cc1ccccc1)N1C(=O)c2ccccc2C1=O	-7	-1	9%	1%	x	1	-12%	1%	11%	0%
O=C(COc1cccc([N+](=O)[O-])c1)N/N=C/c1ccco1	-39	-2	0%	2%	9	1	8%	-4%	u	-18%
OC(CN1CCN(c2cccc(Cl)c2)CC1)c1ccccc1 (stereo not drawn)	14	2	x	-2%	-22	10	u	0%	-7%	5%
CCOC(=O)CCCc1ccc(/C(C)=N/NC(=S)NC)cc1	-20	2	7%	-1%	-27	10	17%	-3%	-3%	3%
Fc1cc(F)cc(NC(=S)NN2CCOCC2)c1	4	1	-1%	-3%	0	-3	-10%	2%	-1%	-17%
CCOc1cccc(C(=O)Nc2cnn(Cc3ccccc3)c2)c1	1	2	-6%	-3%	5	x	-17%	0%	-17%	0%
COc1ccc(Cc2nnc(SCC(=O)NC3CCCCC3)n2C)cc1	-16	1	-1%	-6%	-1	2	21%	1%	4%	-1%
CCOc1cc2[nH]c(=O)n(CCC(=O)NCCc3ccccc3)c(=O)c2cc1OCC	-5	3	-1%	-4%	15	7	-9%	-1%	15%	14%
COc1ccccc1N(CC(=O)NC(C)C)S(=O)(=O)c1cccs1	-3	-3	1%	2%	9	-1	-2%	0%	-7%	-5%
C=CCSc1nnc2nc3[nH]c4c(C)cccc4c3nn12	2	7	2%	5%	-3	6	2%	u	u	-7%
O=C(CSC1CC(=O)N(c2ccc(C(=O)O)cc2)C1=O)Nc1ccc(Cl)cc1 (stereo not drawn)	x	1	3%	-5%	16	3	3%	5%	-5%	-4%
CCOC(=O)N1CCN(CC(O)COCc2ccc(OC)c(OC)c2)CC1 (stereo not drawn)	1	0	1%	1%	8	-2	-5%	4%	1%	1%
CC(C)NC(=O)Cn1cnc2c(cnn2-c2ccc(F)cc2)c1=O	22	0	5%	-8%	-25	2	0%	3%	-1%	-4%
CCOC(=O)c1c(N2C(=O)Nc3ccccc3N2O)n[nH]c1-c1cccc(OC)c1	-3	4	0%	9%	17	4	-23%	0%	-29%	u
Cc1[nH]nc2c1C1(CCOC1C)C(C#N)=C(N)O2 (stereo not drawn)	-26	0	5%	x	-1	3	3%	-2%	-5%	-1%
O=C(NC(=S)N1CCN(c2ccc([N+](=O)[O-])cc2)CC1)c1ccco1	21	6	0%	-2%	-13	0	8%	-2%	32%[activator]	-4%
CCN(CC(=O)Nc1ccc(NC(C)=O)cc1)C(=O)/C=C/c1cn(-c2ccccc2)nc1-c1cccs1	-6	x	x	-6%	3	9	0%	x	x	x
CCCCS(=O)(=O)C(=C1Nc2ccccc2N1)S(=O)(=O)CCCC	-1	0	2%	-8%	-2	6	10%	0%	-2%	-4%
CCn1ccnc1CN(C)Cc1c(C(=O)N2C[C@@H](C)O[C@@H](C)C2)nc2ccc(Cl)cn12	-2	x	-6%	-4%	-8	-5	0%	1%	0%	-24%
O=S(=O)(Nc1cccc(-n2cnnn2)c1)c1cc(Cl)ccc1Cl	6	4	5%	2%	4	-2	-20%	-7%	0%	-11%
O=C(Cn1cnc2c(cnn2-c2ccc(F)cc2)c1=O)NCc1ccco1	2	0	0%	-4%	10	10	-35%	0%	-9%	-5%
COc1cc(C(=O)NC2CCCC(C)C2C)ccc1OCC(=O)N1CCOCC1 (stereo not drawn)	-15	x	x	13%	4	4	0%	2%	x	x
COc1ccc(N(CC(=O)NCc2ccc(Cl)cc2)S(=O)(=O)c2c(C)noc2C)cc1	1	x	-10%	-11%	-19	-5	-3%	-1%	6%	46%[activator]
CN1CCc2c(sc(/N=C/c3cc(Cl)ccc3O)c2C#N)C1	-2	-2	11%	-16%	-13	-3	26%	15%	0%	9%
O=C(c1ccc(C(F)(F)F)cc1)N1CCC(=O)N(C(COCc2ccc(Cl)cc2)Cc2ccccc2)CC1 (stereo not drawn)	8	-4	x	-7%	-19	10	-46%[inhibitor]	-8%	17%	-3%
COCCN(C(=O)COC(=O)c1ccccc1NCc1ccco1)c1c(N)n(Cc2ccccc2)c(=O)[nH]c1=O	-4	x	x	35%	-6	-3	0%	x	x	x
CSc1nc(Cl)cc(Nc2ccc(O)cc2)n1	-7	0	5%	0%	0	1	-11%	-2%	-3%	12%

Gathered by group: the compounds so far containing an NH in an aromatic ring
SMILES	KCNH2 WT inh	FBPA coupling cs	GALK inh	AT treatment	KCNH2 3.1 block	TRPV1 ag	a7 integrin act	ASM inhibitor	MBNL1-CUG inh	MLL CXXC-DNA inh
CCN(CC(=O)NC(=O)NCc1ccccc1)Cc1nc2ccccc2c(=O)[nH]1	-1	0	0%	-4%	15	-1	5%	-5%	0%	-6%
CCOc1cc2[nH]c(=O)n(CCC(=O)NCCc3ccccc3)c(=O)c2cc1OCC	-5	3	-1%	-4%	15	7	-9%	-1%	15%	14%
C=CCSc1nnc2nc3[nH]c4c(C)cccc4c3nn12	2	7	2%	5%	-3	6	2%	u	u	-7%
CCOC(=O)c1c(N2C(=O)Nc3ccccc3N2O)n[nH]c1-c1cccc(OC)c1	-3	4	0%	9%	17	4	-23%	0%	-29%	u
Cc1[nH]nc2c1C1(CCOC1C)C(C#N)=C(N)O2 (stereo not drawn)	-26	0	5%	x	-1	3	3%	-2%	-5%	-1%
COCCN(C(=O)COC(=O)c1ccccc1NCc1ccco1)c1c(N)n(Cc2ccccc2)c(=O)[nH]c1=O	-4	x	x	35%	-6	-3	0%	x	x	x
